# TROY signal inh: inhibitors of TROY-dependent NF-kB signaling; 360,000 compounds, 0.98% hits; Q293 LMP1-TROYcd NF-kB luciferase reporter, 4 h; inhibition, % at 10 µM;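 active means compounds whose plate-normalised and pattern-corrected inhibition of the luciferase reporter signal at the single screening dose is 50% or more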
# EBV LMP1 NFkB: reduces LMP1-driven NF-kappaB luciferase signal; LMP1-induced NF-kappaB luciferase reporter cells, luminescence; inhibition, % at 12.5 µM; 350,000 compounds, 0.69% hits; in the data active means inhibition above about 41%;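 further: 0% = neutral control wells and 100% = reference inhibitor control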
# CF NFkB inh: cystic fibrosis NF-kB activation inhibition; KKLEB NF-kB-GFP reporter, PAF-induced, GFP fluorescence overnight; inhibition, % at 5 µM; 360,000 compounds, 0.86% hits;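 active means at least 50% inhibition at 5 µM, scaled per plate between neutral and stimulator controls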;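 further: PAF is a Pseudomonas aeruginosa culture filtrate used as stimulus; plate controls were PAF-stimulated DMSO wells for no effect and unstimulated DMSO wells for full effect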
# KKLEB cytotox: CF airway cell cytotoxicity counter-screen. KKLEB CF airway cells viability, ATPlite luminescence, overnight; active compounds read low; cells stimulated with P. aeruginosa culture filtrate. activity change (cytotoxicity), % at 5 µM. 360,000 compounds, 0.36% hits. AID 602141;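 active means corrected activity change at or below -50% at 5 µM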
# NR5A2 inv ag: NR5A2 inverse agonism in reporter assay; O00482; HEK293T StAR-luciferase reporter, LRH-1 transfected, 24 h; inhibition, % at 3.6 µM; 360,000 compounds, 0.13% hits;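 active means inhibition above the mean inhibition of all tested compounds plus 3 SD, cut at about 73% in these data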;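 further: 0% = DMSO wells and 100% = reporter-only cells lacking LRH-1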
# SRC3 inh: human NCOA3 inhibition; Q9Y6Q9; HEK293 GAL4-SRC3 luciferase reporter, luminescence; inhibition, % at 3.6 µM; 360,000 compounds, 0.17% hits; AID 588352;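 active means inhibition above a per-campaign cutoff, the mean of all compounds plus 3 SD, cut at about 60% in these data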;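 further: 0% = DMSO-treated cells and 100% = gossypol-treated cells at 36 µM; higher means less SRC3-driven luciferase light from the GAL4 reporter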
# SRC1 inh: human NCOA1 inhibition. Q15788. HEK293 GAL4-SRC1 luciferase reporter, luminescence. inhibition, % at 3.6 µM. 360,000 compounds, 0.12% hits;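 active means inhibition above the campaign mean plus 3 SD, with each screening campaign given its own cutoff, cut at about 60% in these data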;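 further: 0% = DMSO treated cells and 100% = gossypol at 36 µM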
# Target sequence (Q15788 whole entry, looked up, the tested form may be a part): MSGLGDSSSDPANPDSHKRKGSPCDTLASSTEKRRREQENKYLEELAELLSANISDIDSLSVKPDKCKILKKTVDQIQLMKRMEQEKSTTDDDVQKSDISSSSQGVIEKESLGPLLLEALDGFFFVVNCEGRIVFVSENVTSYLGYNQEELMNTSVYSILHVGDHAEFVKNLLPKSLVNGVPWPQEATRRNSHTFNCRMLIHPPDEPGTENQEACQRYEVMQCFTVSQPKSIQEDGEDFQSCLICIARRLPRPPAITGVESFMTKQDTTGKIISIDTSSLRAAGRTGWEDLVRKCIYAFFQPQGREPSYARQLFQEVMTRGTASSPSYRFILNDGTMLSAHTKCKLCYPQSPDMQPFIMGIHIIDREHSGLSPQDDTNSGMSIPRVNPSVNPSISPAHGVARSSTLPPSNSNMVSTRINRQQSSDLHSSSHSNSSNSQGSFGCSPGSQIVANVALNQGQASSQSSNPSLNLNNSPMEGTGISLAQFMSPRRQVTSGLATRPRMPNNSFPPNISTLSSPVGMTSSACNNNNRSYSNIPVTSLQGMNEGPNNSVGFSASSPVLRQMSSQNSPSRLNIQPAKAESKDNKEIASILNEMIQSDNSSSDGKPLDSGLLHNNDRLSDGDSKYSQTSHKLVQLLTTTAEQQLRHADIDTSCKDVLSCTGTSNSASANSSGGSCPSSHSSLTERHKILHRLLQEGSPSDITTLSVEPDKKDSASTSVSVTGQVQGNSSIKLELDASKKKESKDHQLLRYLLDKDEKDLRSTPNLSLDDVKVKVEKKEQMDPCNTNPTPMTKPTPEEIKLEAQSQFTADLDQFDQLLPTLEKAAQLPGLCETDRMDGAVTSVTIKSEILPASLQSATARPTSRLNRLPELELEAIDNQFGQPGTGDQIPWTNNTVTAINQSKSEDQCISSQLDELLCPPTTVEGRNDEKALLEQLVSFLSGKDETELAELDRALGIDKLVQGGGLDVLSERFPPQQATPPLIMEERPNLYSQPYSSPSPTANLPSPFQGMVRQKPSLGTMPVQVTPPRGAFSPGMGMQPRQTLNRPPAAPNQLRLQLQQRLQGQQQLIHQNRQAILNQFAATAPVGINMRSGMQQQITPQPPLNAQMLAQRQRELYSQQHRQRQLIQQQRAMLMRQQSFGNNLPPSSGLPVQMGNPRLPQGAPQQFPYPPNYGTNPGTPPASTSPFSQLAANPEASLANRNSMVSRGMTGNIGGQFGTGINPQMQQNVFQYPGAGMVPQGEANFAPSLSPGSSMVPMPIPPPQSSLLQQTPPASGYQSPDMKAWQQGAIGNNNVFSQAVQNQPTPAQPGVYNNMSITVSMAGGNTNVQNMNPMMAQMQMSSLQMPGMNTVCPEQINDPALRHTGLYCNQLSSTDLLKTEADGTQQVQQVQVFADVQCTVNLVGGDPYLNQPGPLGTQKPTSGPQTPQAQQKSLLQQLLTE
# TWEAK Fn14 block: inhibitors of TWEAK-Fn14 interaction signaling; 360,000 compounds, 2% hits; AID 1159606; inhibition, % at 10 µM; TWEAK-stimulated Fn14 reporter cells, luciferase luminescence, 8 h; in the data active means inhibition above about 50%
# C8 TRAIL sens: sensitizes caspase-8 expressing cells to TRAIL. 360,000 compounds, 1% hits. NB7+C8 cells + TRAIL, ATPlite viability luminescence. inhibition (viability loss, TRAIL sensitization), % at 10 µM. AID 624354;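 active means compounds causing at least 50% loss of cell viability in the single-dose screen, relative to plate controls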
# NR2F2 inh: inhibitors of human COUP-TFII (NR2F2) | P24468 | AID 686940 | inhibition, % at 8.6 µM | 370,000 compounds, 0.7% hits | HEK293T NGFI-A luciferase reporter, luminescence;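 active means inhibition above a per-plate cutoff, mean inhibition of test wells between control levels plus 3 SD, cut at about 38% in these data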;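 further: cells cotransfected with COUP-TFII expression vector driving the NGFI-A reporter; 0% = median of COUP-TF2 test wells and 100% = reporter-only cells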
# Shn3 inh set2: Schnurri-3 reporter inhibition in Clone20 osteoblasts | Clone20 osteoblast Shn3 3'UTR firefly luciferase, 24 h | inhibition, % at 12.5 µM | 360,000 compounds, 0.52% hits;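 active means mean inhibition of at least 75% with every replicate also reaching 75%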;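 further: 0% = median of neutral control wells and 100% = pilot-screen positive control compound; some compounds past the cut are filed as inactive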
# An asterisk follows results filed as active; nt = not tested or not shown. Only part of the results is shown. The share of hits here may be higher or lower than overall.
SMILES,TROY signal inh,EBV LMP1 NFkB,CF NFkB inh,KKLEB cytotox,NR5A2 inv ag,SRC3 inh,SRC1 inh,TWEAK Fn14 block,C8 TRAIL sens,NR2F2 inh,Shn3 inh set2
COc1ccc(C2=Nc3ccccc3NC(=O)C2N(C(=O)c2ccnc3ccccc23)c2ccccc2)cc1 (stereo not drawn),-4,nt,-4,2,9,0,6,31,-3,1,0
COc1ccc(Br)cc1CN(C)C(=O)c1ccncc1,-10,8,-5,11,13,2,6,2,1,4,4
CC(NC(=O)COC(=O)/C=C/c1cccc(C(F)(F)F)c1)c1ccccc1 (stereo not drawn),-3,4,5,-14,0,-1,7,3,-2,10,9
CC(C)c1ccc(/C=C2\C(=N)N3N=C(CC(=O)N4CCCCC4)SC3=NC2=O)cc1,1,-3,-20,7,13,-10,5,7,-3,10,1
CC1=CC(=O)Nc2ccccc2S1,0,-4,-14,6,-4,-26,-42,-15,-9,-27,-40
O=C1OC(N2C(=O)CC[C@H]2C(=O)Nc2ccc(Br)cc2F)c2ccccc21 (stereo partly drawn),6,-3,-10,11,-27,6,-38,-9,3,-3,-19
CCn1c(=S)sc2c(=O)n(CC(=O)Nc3cccc(OC)c3)c(C)nc21,-5,0,-7,-10,-3,6,7,-11,-2,-12,-1
CCOC(=O)C1C(=O)CC(C)(O)C(C(=O)OCC)C1c1ccccc1OC (stereo not drawn),-27,-2,10,1,-35,15,4,21,-8,0,-68
CN(CC(=O)NC(c1ccccc1)c1ccccc1)Cc1nc2ccccc2c(=O)[nH]1,10,0,-2,-8,-7,3,-10,-12,-12,6,5
Cc1c(C(=O)NCCSCc2ccco2)cccc1[N+](=O)[O-],0,-1,2,1,-1,6,-20,8,6,2,-9
C/C(=N\OCC(=O)Nc1c(C)cc(C)cc1C)c1ccc2c(c1)OCCO2,6,12,19,-7,-5,-4,2,9,5,0,6
O=C(C1CCN(S(=O)(=O)c2ccccc2)CC1)N1CCCCCC1,10,3,4,-11,26,-1,-14,-13,-2,0,-4
COc1ccc(C(C)=O)cc1CSc1nc2ccccc2c(=O)n1-c1ccccc1,1,-8,-10,1,3,9,-18,-36,0,12,40
CC1CC1C(=O)OCC(=O)NNC(=O)COc1ccc(Br)cc1 (stereo not drawn),-5,-8,-8,13,-16,-2,-6,-1,-7,-12,1
Cc1ccc(C(C(=O)NCc2ccccc2)N(C(=O)c2csnn2)c2cccc3ccccc23)o1 (stereo not drawn),17,-4,-11,12,-8,-6,2,36,-9,-7,22
COc1cccc(N2CCN(CC(=O)Nc3ccccc3C(=O)NCCc3ccccc3)CC2)c1,-45,-9,-14,10,-43,-51,-90,-5,9,-14,-25
COc1ccc(-c2csc(NC(=O)C3COc4ccccc4O3)n2)cc1OC (stereo not drawn),43,13,28,-16,18,-18,-13,43,1,-7,15
O=C(Nc1ccc(S(=O)(=O)N2C[C@@H]3C[C@@H](C2)c2cccc(=O)n2C3)cc1)c1ccc(F)cc1,0,0,2,7,24,6,5,-17,-4,13,-5
COc1ccccc1CCC(=O)NNC(=O)c1ccccc1,5,-15,6,3,4,-4,-26,9,-5,-3,-37
CSc1ccccc1NC(=O)c1cccs1,-4,-2,17,-4,5,-16,12,-1,-1,-13,-10
CN1CCN(S(=O)(=O)c2csc(C(N)=O)c2)CC1,3,nt,-7,14,-1,11,-2,-2,-10,0,-4
S=C(NC1CC1)N1CCc2ccccc2C1,16,6,-4,6,-3,-8,5,3,-1,-4,-2
CSc1ccc(CN2CCN(CC=C(C)C)C(CCO)C2)cc1 (stereo not drawn),6,2,11,11,-7,-8,-14,6,-2,5,4
Cc1ccc(C(=O)OC(C)C(=O)Nc2ccc3c(c2)OCO3)c(O)c1 (stereo not drawn),5,-5,-2,10,9,-35,-35,3,-6,-5,11
CC(C)C(OC(=O)c1cccs1)C(=O)NCCc1ccccc1 (stereo not drawn),9,-1,9,4,-13,3,-9,13,-2,20,20
Cc1ccc(C(C)C)c(OCC(=O)N/N=C2\CC(=O)CC(C)(C)C2)c1,12,9,-7,4,-1,-2,-2,-17,-18,5,-4
O=C(O)CC(=O)Nc1ccccc1C(=O)O,-7,2,-6,4,2,16,-13,2,10,-8,0
Cc1sc2ncnc(N3CCCCC3C)c2c1C (stereo not drawn),22,7,13,-8,-12,22,10,13,8,19,76
O=C(Nc1cccnc1)C1CC(c2ccccc2O)=NO1 (stereo not drawn),-13,-3,-3,7,-8,13,4,-15,-22,14,1
CCOC(=O)N1CCN(C(=O)c2cnn(-c3ccccc3)c2NC(=O)c2ccccc2F)CC1,-13,2,-3,-2,17,-2,-1,2,-16,4,3
Cn1c(=O)c2c(c3ccccc31)OC(=O)CC2c1cccnc1 (stereo not drawn),23,3,-2,6,2,17,-17,-10,-8,-14,-6
O=C(NCc1cccs1)[C@@H]1CSC2c3ccccc3C(=O)N21 (stereo partly drawn),10,6,14,-6,-5,-6,8,-6,-6,5,7
Cc1cc(-c2ccc(C)c(S(=O)(=O)NCCc3ccco3)c2)on1,16,1,-4,4,-4,-12,0,5,2,3,5
CC(=O)NC1(c2nnnn2CCOC(=O)Nc2ccc(Cl)cc2)CCCCC1,-25,-14,13,-9,9,18,-2,-27,3,8,-9
CC1CC(C)CN(S(=O)(=O)N2CCCC(C(=O)NCCCN3CCCCC3C)C2)C1 (stereo not drawn),-13,-13,-4,-6,2,18,2,0,-14,-3,14
CC(C)c1nc(SCC(=O)Nc2ccc3c(c2)OCCO3)n[nH]1,-9,-11,-4,-6,-2,-1,-19,-8,-7,-7,4
COc1ccc(CC(=O)NNC(=O)CSc2ccc(C)cc2)cc1,9,6,-16,21,-5,1,-6,17,9,7,-8
Cc1cc(C(=O)NCc2ccco2)c2cc(F)ccc2n1,-8,3,12,-6,-2,9,-1,3,-5,5,4
O=C(O)c1cn(-c2ccc(F)cc2)c2cc(Cl)c(F)cc2c1=O,19,3,0,0,-1,5,-6,-10,-25,19,-8
CCOc1ccc(CCN2C(=O)C(=O)N([C@@H](CC(C)C)CN3CCC[C@H]3CN3C(=O)C(=O)NC[C@@H]3Cc3ccccc3)C[C@@H]2Cc2ccc(O)cc2)cc1,-2,nt,nt,nt,26,nt,nt,-14,-3,2,nt
Cc1c(NS(=O)(=O)c2cccc(C(=O)NCc3ccco3)c2)c(=O)n(-c2ccccc2)n1C,10,-17,5,-4,-2,0,-2,15,4,-3,-23
CCCCn1c(SCc2c(C)noc2C)nc2cc(S(N)(=O)=O)ccc21,-5,15,-89,-6,35,19,-5,-1,15,-66,-24
CCCc1nc(S(=O)(=O)Cc2ccc(Cl)cc2Cl)n[nH]1,18,1,-3,2,23,-6,-11,-4,-1,8,-5
Cc1nn(-c2ccc(Cl)c(Cl)c2)c(C)c1C(=O)O,11,-1,2,3,-3,0,8,-4,0,6,1
O=C(NCc1ccc2c(c1)OCO2)c1n[nH]c(=O)c2ccccc12,-6,3,12,-2,-1,9,9,-5,4,-7,19
CCOc1cc(NC(=S)NCCCN2CCOCC2)c(OCC)cc1NC(=O)c1cccc(C)c1,6,1,16,-5,-8,-8,-23,-4,-8,-2,19
Nc1sc(-c2ccccc2)cc1-c1n[nH]c(=S)n1C1CCCCC1,-18,12,2,7,23,10,4,19,8,22,4
Cc1[nH]nc(SCC(=O)NCc2ccc(F)cc2)c1[N+](=O)[O-],14,-9,7,10,3,8,-1,-1,-14,-8,5
CC(C)CC(=O)Nc1ccc(S(=O)(=O)N2CCCC2)cc1,0,-4,18,-5,-20,-2,-5,8,-26,-1,-28
CC(Sc1nnc(C2CC2)n1-c1ccccc1)C(=O)N1CCCC1 (stereo not drawn),7,-7,18,-4,-8,9,-5,4,3,23,-3
CCc1nnc(NC(=O)CSc2nc3c(cc2C#N)CCCC3)s1,-22,3,10,-17,-36,-38,-25,36,58*,-44,-57
COc1ccc(-n2c(Cn3nnc4ccccc43)nnc2SCC(=O)O)cc1,5,-28,6,2,-1,14,6,-2,-2,-1,0
COc1ccc(N(C(=O)c2cccc(OC)c2OC)C2C=CS(=O)(=O)C2)c(OC)c1 (stereo not drawn),-5,-4,-2,-4,7,12,15,2,-7,2,-9
CC(C)C[C@H]1CNC(=S)N1C[C@H]1CCCN1C[C@H](Cc1ccccc1)N1C[C@H](Cc2ccc(O)cc2)N(CCc2ccccc2)C1=S,12,nt,66*,-11,-4,-4,-4,9,-14,-1,-4
CSc1nsc(SCC(=O)Nc2ccc(Cl)c(C(=O)O)c2)n1,0,-8,-2,-2,-8,-37,-27,21,7,22,5
O=C(c1ccccc1)c1ccsc1C(=O)c1ccccc1,-1,2,3,-6,34,19,18,-8,-21,-1,-25
COc1cc(OC)cc(C(=O)Nc2ccc(S(=O)(=O)Nc3ncccn3)cc2)c1,-5,-14,-11,6,-21,10,-19,-10,0,-3,7
Cc1nn(-c2ccccc2)c(C)c1C(=O)NCc1ccc(S(N)(=O)=O)cc1,-5,-3,6,5,-1,-6,-11,-9,6,3,-6
COc1cccc(OC)c1/C=C/C(=O)NC1CCCCC1,14,3,2,6,-6,2,14,-20,5,-7,12
CN(C)CCNC(=O)C(c1ccccc1)c1ccccc1,-7,-4,11,0,1,22,-13,-4,10,-2,-22

# Taken from above:
# CF NFkB inh result of COc1ccc(-n2c(Cn3nnc4ccccc43)nnc2SCC(=O)O)cc1 stands at 6
# KKLEB cytotox result of CCc1nnc(NC(=O)CSc2nc3c(cc2C#N)CCCC3)s1 stands at -17

# (listing goes on)
SMILES,TROY signal inh,EBV LMP1 NFkB,CF NFkB inh,KKLEB cytotox,NR5A2 inv ag,SRC3 inh,SRC1 inh,TWEAK Fn14 block,C8 TRAIL sens,NR2F2 inh,Shn3 inh set2
NS(=O)(=O)c1ccc(NC(=O)c2cc(Cl)ccc2Cl)cc1,-6,7,3,16,-4,-3,-164,12,-5,11,-6
Cc1ccc2nc(NC(=O)c3ccc(Cl)s3)sc2c1,-47,-40,-3,-14,-95,-135,-103,14,42,-53,-50
N#C/C(C(=O)c1ccccc1)=C1/CCCCCN1,-48,-16,2,-5,-97,-45,-66,-4,3,-46,-34
CCC(C)OC(=O)C1=C(C)NC(=O)NC1c1ccc(F)cc1 (stereo not drawn),4,3,-6,5,0,11,6,10,-9,-11,-10
CSc1ccccc1NC(=O)COc1ccc(Cl)cc1Cl,-57,-7,-1,2,-18,-24,-27,10,-7,3,-15
Cc1ccc(N2C(=O)Nc3ccc(Br)cc3C2(O)C(=O)NCCCN(C)C)cc1C (stereo not drawn),3,-2,-5,-2,0,9,-10,1,-8,-9,5
C=CC[C@@H](CC(=O)N(CCO)Cc1ccccc1)C(=O)NCCOC(=O)[C@@H](CC=C)Cc1ccc(F)cc1,26,-2,-1,17,-10,-1,-8,14,-5,-4,5
Cc1ccc(SCC(=O)Nc2ccc(-c3nc4ccccc4[nH]3)cc2)cc1,-26,-33,-14,0,-72,-26,-26,-16,4,-17,56
COc1cccc(C(O)c2ncc(-c3ccc4ccccc4c3)[nH]2)c1 (stereo not drawn),-15,nt,12,-9,-25,-4,-33,1,-12,-24,-4

# Source: PubChem BioAssay (several laboratories)
